CRFBP-R2 agonist – agonists of human CRF-binding protein/CRF-R2 receptor complex | HEK293 CRF-R2/CRF-BP, calcium dye fluorescence (FLIPR); percent of saturating CRF peptide response | activation, % at 13.2 µM | 0.46% of 350,000 active;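 active = activation of at least 50%, plus an integration ratio under a set limit after plate pattern correction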;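 also: plate controls were neutral control wells without compound for no effect and CRF at EC100 for full effect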
M5 PAM – positive allosteric modulators of human muscarinic M5 receptor. CHO-K1 hM5, Fluo-8 calcium, ACh EC20 PAM; 0% = ACh EC20, 100% = ACh EC100. 0.3% of 360,000 active. activation, % at 3 µM;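 active = activation above the run cutoff, the mean activation of all test compounds plus 3 SD, cut at about 18% in these data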
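Test system: CHO-K1 hM5 cells / Doses: single-point, 3 µM nominal / Times: Post-acetylcholine fluorescence recording 140 s / Technique: Fluo-8 calcium fluorescence / Measure: Max/basal fluorescence ratio as % of EC20–EC100 ACh window / Benchmarks: low control EC20 acetylcholine (0%), high control EC100 acetylcholine (100%) / Replicates: one well per compound, no replicates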
CRFR2-BP antag – CRF-BP/CRF-R2 complex antagonism | HEK293 CRF-R2/CRF-BP, CRF-induced calcium fluorescence | inhibition, % at 11.8 µM | AID 588475 | 0.59% of 350,000 active;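 active = inhibition of the ligand-induced calcium signal above about 50% at the single tested concentration, limit read from the data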
M4 PAM – positive allosteric modulators of human muscarinic M4 receptor; P08173; CHO-K1 hM4/Gqi5, Fluo-8 calcium fluorescence, ACh EC20; 0% = ACh EC20, 100% = maximal ACh; activation, % at 3 µM; 0.4% of 360,000 active;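 active = activation above its plate's cutoff, the mean activation of sample wells plus 3 SD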; also: some results filed as inactive read as strong as hits
M5 antag – antagonists of human muscarinic M5 receptor (CHRM5); P08912; CHO-hM5 cells, Fluo-8 calcium fluorescence, ACh EC80; inhibition, % at 3 µM; 0.59% of 360,000 active;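 active = inhibition above a per-plate cutoff, the mean of that plate's test compounds plus 3 SD, cut at about 27% in these data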;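 also: 0% = acetylcholine EC80 with DMSO and 100% = DMSO without agonist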
M5 ag – agonists of human muscarinic M5 receptor (CHRM5). P08912. CHO-K1 hM5 cells, Fluo-8 calcium fluorescence; 0% DMSO wells, 100% maximal acetylcholine response. activation, % at 3 µM. 0.19% of 360,000 active. AID 624037;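 active = activation above the run's mean over test compounds plus 3 SD, cut at about 23% in these data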;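 also: signal is peak over basal fluorescence ratio across the kinetic read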
M4 antag – blocks acetylcholine activation of human M4 receptor; P08173; 0.73% of 360,000 active; CHO-hM4 cells, ACh EC80, Fluo-8 calcium fluorescence; AID 624125; inhibition, % at 3 µM;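 active = inhibition above its plate's cutoff, the mean inhibition of sample wells plus 3 SD, cut at about 27% in these data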;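 also: 0% = acetylcholine EC80 with DMSO and 100% = DMSO without agonist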
IDE inh – inhibits human insulin-degrading enzyme in HEK cells; FAbetaB cleavage, fluorescence polarization; inhibition, % at 5.59 µM; 0.41% of 320,000 active; AID 434962;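 active = percent inhibition above the average of all tested compounds plus 3 SD, set per screening campaign, cut at about 16% in these data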;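 also: IDE supplied by intact live HEK cells; FP after avidin binding of uncleaved biotin substrate so inhibition keeps polarization high; 0% = DMSO wells and 100% = 60 µM reference IDE inhibitor Ii1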
Target sequence (P14735 whole entry, looked up): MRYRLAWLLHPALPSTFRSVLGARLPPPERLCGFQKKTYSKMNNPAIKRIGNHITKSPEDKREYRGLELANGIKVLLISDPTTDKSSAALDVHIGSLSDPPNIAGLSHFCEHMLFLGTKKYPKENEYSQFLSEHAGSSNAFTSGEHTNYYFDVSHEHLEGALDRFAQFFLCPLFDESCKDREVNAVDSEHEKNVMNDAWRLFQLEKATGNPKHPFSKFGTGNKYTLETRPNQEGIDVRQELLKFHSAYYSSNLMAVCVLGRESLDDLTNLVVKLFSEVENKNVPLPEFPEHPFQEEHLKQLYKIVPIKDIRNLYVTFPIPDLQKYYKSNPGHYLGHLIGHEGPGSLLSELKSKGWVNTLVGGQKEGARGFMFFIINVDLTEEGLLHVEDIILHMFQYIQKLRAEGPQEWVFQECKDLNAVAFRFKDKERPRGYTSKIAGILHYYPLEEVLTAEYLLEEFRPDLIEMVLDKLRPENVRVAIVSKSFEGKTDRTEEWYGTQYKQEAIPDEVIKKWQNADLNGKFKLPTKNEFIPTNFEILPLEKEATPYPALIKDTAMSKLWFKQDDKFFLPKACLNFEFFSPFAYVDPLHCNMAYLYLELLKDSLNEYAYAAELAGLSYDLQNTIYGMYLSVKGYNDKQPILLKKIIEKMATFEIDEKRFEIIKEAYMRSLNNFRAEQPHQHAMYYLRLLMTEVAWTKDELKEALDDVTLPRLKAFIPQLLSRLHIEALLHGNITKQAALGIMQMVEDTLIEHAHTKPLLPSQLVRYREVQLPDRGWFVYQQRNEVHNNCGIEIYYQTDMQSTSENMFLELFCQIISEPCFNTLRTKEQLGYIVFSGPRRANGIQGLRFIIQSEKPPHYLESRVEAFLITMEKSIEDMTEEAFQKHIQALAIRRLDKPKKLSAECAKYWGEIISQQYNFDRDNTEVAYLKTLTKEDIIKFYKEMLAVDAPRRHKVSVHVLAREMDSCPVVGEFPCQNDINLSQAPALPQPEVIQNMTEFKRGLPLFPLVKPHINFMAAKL
M4 ag – agonists of human muscarinic M4 receptor (CHRM4); 0.14% of 360,000 active; AID 624127; CHO-K1 hM4/Gqi5, Fluo-8 calcium fluorescence; vehicle 0%, full acetylcholine response 100%; activation, % at 3 µM;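 active = activation above the run mean over all test wells plus 3 SD, cut at about 32% in these data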;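 also: peak over basal fluorescence ratio per well then scaled between controls; 0% = DMSO wells and 100% = acetylcholine at EC100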
Numbers without * were called inactive; nt = not tested or not shown.

The opening 2 records, ahead of the listing:
Structure	CRFBP-R2 agonist	M5 PAM	CRFR2-BP antag	M4 PAM	M5 antag	M5 ag	M4 antag	IDE inh	M4 ag
CSc1ncc(CN2CCN(C3CCCC3)C(CCO)C2)cn1 (configuration not stated)	1.4	1.3	-7.5	-41.2	2.6	-9.9	41.8*	-3.6	0.2
C=CCn1c(N)c(S(=O)(=O)c2cccs2)c2nc3ccccc3nc21	-3.9	-6.1	12.6	3.0	5.8	0.5	-3.3	8.9	2.5

The list itself, from the start:
Structure	CRFBP-R2 agonist	M5 PAM	CRFR2-BP antag	M4 PAM	M5 antag	M5 ag	M4 antag	IDE inh	M4 ag
CSc1ncc(CN2CCN(C3CCCC3)C(CCO)C2)cn1 (configuration not stated)	1.4	1.3	-7.5	-41.2	2.6	-9.9	41.8*	-3.6	0.2
C=CCn1c(N)c(S(=O)(=O)c2cccs2)c2nc3ccccc3nc21	-3.9	-6.1	12.6	3.0	5.8	0.5	-3.3	8.9	2.5
COc1cc(/C=N/NC(=S)Nc2cccc(S(=O)(=O)N(C)C)c2)ccc1O	-0.2	-16.0	6.2	-9.2	12.2	0.1	3.5	-4.0	9.7
O=C(Cc1ccc(Cl)cc1)NC1CCCN(Cc2ccccc2F)C1 (configuration not stated)	0.2	3.0	-2.4	-1.4	-3.3	-8.0	11.2	0.0	-0.1
O=C(Nc1ccccc1Cl)c1cc(C2CCCCN2C(=O)c2ccccc2)on1 (configuration not stated)	nt	-2.2	nt	-2.3	-7.8	-1.3	-15.9	nt	3.2
Cc1ccc(S(=O)(=O)N(CC(=O)NCc2ccncc2)C2CCCCC2)cc1	0.1	0.3	0.8	-1.9	-9.6	-4.7	-7.6	8.8	1.8
CCOc1ccccc1NC(=O)CSc1ccccc1	-0.8	3.0	2.2	3.7	-6.5	-6.7	-3.1	3.0	-2.6
CCOC(=O)C1CCN(C(=O)Cc2ccc(OC)c(OC)c2)CC1	1.0	-1.2	8.3	9.2	3.2	0.6	-4.9	5.1	0.9
CCN(Cc1nc(-c2ccc(C)cc2)no1)C(=O)c1ccco1	2.7	-1.8	-10.4	3.5	1.4	-2.5	-27.0	0.7	3.9
COc1ccc(CC(N)c2csc(NC(=O)NCCc3ccc(OC)c(OC)c3)n2)cc1 (configuration not stated)	nt	-1.5	nt	-0.8	2.5	-1.8	5.1	nt	1.4
CC1=CC(C)(C)N(C)C(=O)N1c1ccc(Cl)cc1	1.9	-2.5	6.1	12.6	-11.3	-0.5	-1.5	-6.3	2.8
CCN1CCN(C(=O)c2ccc(COc3cccc(Cl)c3)o2)CC1	-0.4	-8.5	3.1	-2.9	16.0	-8.1	5.5	-0.2	4.1
CCCCCCCCn1c(=O)c(C(=O)OC)c(N)c2ccccc21	0.5	-18.3	-26.7	-10.9	5.8	10.6	6.2	9.0	10.0
Cc1nc(NC(=O)C2CC2)sc1C(=O)Nc1ccccc1	-2.0	1.6	-18.2	-7.7	10.6	7.4	2.7	1.4	1.1
Cc1ccc(C(=O)NNC(=O)c2cc3ccccc3cc2O)cc1	1.7	-3.0	8.5	-2.1	3.4	0.6	4.1	-1.5	0.1
CCOC(=O)C1(C)NC(c2cccc(C)c2)C2C(=O)N(c3ccccc3)C(=O)C21 (configuration not stated)	0.3	-5.9	3.5	-9.4	-5.6	-6.1	-7.8	9.7	0.8
COc1cccc(C(=O)NCCCN2CCN(CCCNC(=O)c3cccc(OC)c3)CC2)c1	-1.9	3.8	8.2	-4.2	0.3	-4.8	-0.6	0.3	-0.4
COc1ccc(C=C(C#N)C(=O)c2ccccc2)cc1	nt	0.3	nt	9.9	-3.6	2.5	-3.0	nt	1.8
CCC12CC3CC(C1)CC(C(=O)Nc1nn[nH]n1)(C3)C2	0.1	5.6	-3.7	9.1	-6.1	3.9	2.0	-3.0	1.3
O=C(CN1c2cccc3cccc(c23)S1(=O)=O)N1CCCCC1	-2.3	-1.0	5.0	-1.4	-3.3	-1.2	-4.5	9.5	1.7
O=[N+]([O-])c1cccc(Cl)c1NCCNS(=O)(=O)c1ccccc1	0.0	-7.0	-8.4	7.6	8.6	-5.3	-6.1	-4.0	5.4
Cc1cc2c(cc1C)/C(=C\C(N)=O)NC(C)(C)C2	2.0	1.4	-13.8	-3.0	2.9	-3.2	2.9	6.3	0.3
Cc1ccc2c(N)c(C)ccc2c1	-3.6	-4.0	12.5	-2.1	4.0	-3.7	8.4	-0.4	-1.0
CCOc1cc(C(=O)Nc2ccncc2)cc(OCC)c1OCC	-2.3	-4.8	10.2	-2.2	4.3	0.1	6.1	-0.8	1.1
O=C(NCc1ccco1)c1cc(-c2ccccn2)nc2ccccc12	0.8	-6.1	-21.3	0.3	-2.7	3.3	3.5	0.4	9.1
CC1(C)Cc2nc3sc(C(N)=O)c(N)c3cc2CO1	-4.4	2.2	23.7	5.3	3.5	-2.2	-3.3	1.8	0.6
COc1ccc(S(=O)(=O)N2CCCCCC2)cc1NS(=O)(=O)c1cc(C(=O)O)cc(C)c1C	-0.8	3.7	13.9	1.4	4.4	3.5	-2.7	-1.6	1.0
O=C(Nc1n[nH]c(C(F)(F)F)n1)C1CC1	3.1	-1.4	9.4	0.3	0.7	-2.1	-4.5	-2.0	0.8
COc1ccc(OC)c(N(CC(=O)NCC2CCCO2)S(=O)(=O)c2ccccc2)c1 (configuration not stated)	-0.9	-0.9	8.2	-0.8	-1.0	0.2	0.6	1.5	1.3
COc1ccccc1CNc1ccc(C(=O)O)cc1	0.5	-1.6	16.0	1.3	4.5	-3.4	9.0	1.9	0.5
Cc1cc(C(=O)CCC(=O)N2CCN(c3ccccc3O)CC2)c(C)s1	-1.5	-6.3	0.4	-2.6	6.3	-0.4	8.2	1.5	3.8
O=C(NCc1ccc(Cl)cc1)c1ccc(CNc2c(N3CCCC3)c(=O)c2=O)cc1	1.7	-5.5	10.1	0.7	-7.6	2.8	-7.5	6.9	0.5
CCOc1ccc(CN2CCNC(=O)C2CC(=O)NCc2ccccn2)cc1 (configuration not stated)	4.1	0.3	5.9	0.1	-6.8	-1.8	3.5	2.5	0.6
O=S(=O)(NC1CCCC1)c1ccc(F)cc1F	-0.4	3.2	-11.3	-2.8	-9.2	-1.9	5.2	nt	-0.6
O=C1C=C(NCc2ccccc2)C2(CCCCC2)O1	-1.7	-1.2	-17.1	-7.5	-2.1	-2.1	1.5	-1.8	0.9
O=C(Nc1ccc(OC(F)(F)C(F)F)c(NC(=O)c2cccc(F)c2)c1)c1cccc(F)c1	0.5	-8.1	-1.8	-4.6	2.2	-2.2	3.9	0.4	0.9
Cc1c(C)n(Cc2ccccc2)c2ncnc(NCCCO)c12	0.1	-1.2	-6.3	2.3	5.0	-0.7	-3.5	3.8	-0.3
COc1cc(OC)c(OC)cc1CNCCSc1nnnn1C	-3.1	5.9	-4.3	-4.7	3.1	-3.0	-7.5	2.2	0.6
COc1ccc(Cc2nnc(SCC(=O)NC3CCCCC3)n2C)cc1	0.2	6.4	15.4	4.5	-3.8	-1.9	4.2	6.0	1.5
CC(C)N(Cc1ccccc1)C(=O)CN1C(=O)NC2(CCCCCC2)C1=O	-0.5	3.0	-8.6	0.7	4.5	4.2	-1.4	1.2	0.2
COc1cccc(-c2ccc(NC(=O)C3CCCN(Cc4cnn(C)c4C)C3)cc2)c1 (configuration not stated)	4.2	-1.5	-11.2	-6.1	-2.6	-7.6	-14.5	8.2	4.5
COc1ccc(CN2CCNC(=O)C2CC(=O)NC2CCCCCC2)c(C)c1C (configuration not stated)	-2.2	-6.4	-17.8	2.8	4.6	-5.3	-3.0	3.0	1.2
N#Cc1ccccc1S(=O)(=O)N1CCN(C(=O)C2CCC2)CC1	-0.5	-0.2	1.2	4.8	3.0	-0.5	-6.2	4.9	0.5
CC(C)NS(=O)(=O)c1ccc(OCC(=O)Nc2ccc(F)cc2)cc1	-2.8	-2.1	-2.1	0.4	-7.7	-0.1	-5.3	3.5	2.3
COCCNC(=S)N1CCN(C/C=C/c2ccccc2)CC1	-0.3	3.1	8.8	4.6	-11.8	-6.0	-18.5	-7.6	2.6
CCC1(c2ccc(F)cc2)NC(=O)N(CC(=O)N2CCN(C(=O)c3cccs3)CC2)C1=O (configuration not stated)	1.5	2.4	0.2	8.8	-2.6	2.7	-4.2	nt	-0.1
COc1ccc(C(=O)O)cc1S(=O)(=O)NCCN(C)C	2.0	6.0	5.2	-26.8	-2.0	-2.4	13.9	1.0	0.4
CN(C)CCSc1nc(N)c2c3c(sc2n1)CN(C)CC3	2.0	3.2	25.6	-5.8	-5.7	-0.9	17.3	1.6	-0.1
COC(=O)c1ccc(C2c3[nH]c4ccccc4c3C[C@H]3C(=O)N(C4CC4)CC(=O)N23)cc1 (some centres not stated)	5.8	-12.2	-11.8	-8.2	7.1	6.8	9.6	0.3	17.6
COC(=O)c1cc2sc(Cl)cc2n1CC(=O)N1CCCc2ccccc21	2.2	-6.5	13.0	1.7	-1.8	-3.8	-1.9	-2.9	-2.3
CC1(C(=O)NS(=O)(=O)c2ccccc2Cl)CCN1C(=O)Cc1cccc2ccccc12 (configuration not stated)	nt	0.2	nt	2.7	-3.5	0.7	-3.7	nt	1.0
Cc1onc(-c2c(Cl)cccc2Cl)c1CO/N=C(\C#N)c1c(Cl)cccc1Cl	2.2	-11.2	10.8	-28.5	7.0	0.1	22.2	3.8	0.0
Cc1nn(CC(=O)N2CCCC2)c(=O)c2nn(-c3ccccc3)c(C)c12	1.5	-3.6	-1.3	0.8	5.4	-3.5	-4.8	6.5	0.7
C/C(CC(=O)C(F)(F)F)=N\NC(=O)/C(C#N)=C/N(C)C	2.8	2.3	-23.4	2.8	6.9	3.0	-3.0	3.8	0.1
CN(C)/C=C1\SC(=S)N(c2ccc(F)cc2)C1=O	-0.5	5.4	2.4	2.7	2.6	-1.0	-12.3	-2.1	1.1
CC(C)(C)c1ccc(NC(=O)N2CCN(c3ccc([N+](=O)[O-])cn3)CC2)cc1	-1.0	-1.6	3.0	-11.3	-3.8	5.6	-0.9	-2.9	3.1
CN(C)/C=C1\Cc2ccccc2C1=O	-0.3	5.5	-6.9	-18.5	4.7	3.8	4.2	2.2	0.1
CCOc1ccc(NC(=O)Nc2ccc(NC(C)=O)cc2)cc1	-2.2	-6.7	9.2	-3.1	9.9	-3.5	9.4	-5.4	1.1
Cc1nc2ccc(NS(=O)(=O)c3ccc(F)c(F)c3F)cc2s1	2.4	-12.8	-8.3	-9.6	2.2	11.0	1.7	-1.5	18.2
Cc1cc(/C=C2\SC(=O)NC2=O)c(C)n1-c1ccc(N(C)C)cc1	-5.7	2.1	5.1	5.6	-3.5	-4.0	-14.5	1.8	1.3
CCCOP(=O)(c1ccc(N(C)C)cc1)C(O)c1ccc(Cl)cc1 (configuration not stated)	-0.9	-4.2	-0.2	5.0	8.0	-3.0	-5.0	0.4	2.6
COc1ccc(CCNc2nc(-c3ccncc3)cs2)cc1OC	-5.1	-6.8	19.4	-2.7	0.3	5.0	9.0	4.5	8.6

From PubChem
